uPA surface inh: cell surface uPA generation inhibition | AID 540303 | Potency, µM (series often up to 38.3 µM), without a hit: top-dose activity change, negative = inhibition, most hits filed as inhibitors | cell surface uPA generation assay, qHTS | 0.31% of 330,000 active; active means well fitted inhibition curve with a large enough effect; inconclusive means small, poorly fitted or top-dose-only effect; inactive means no such curve, though single readings can be large or run the other way; tested in mouse RAW 264.7 cells; further: potency means the concentration at half of the fitted maximal effect; on the % scale 0 is the no-effect control and ±100 the full control effect; nearly all actives have a fitted effect of over 55% in size
Eya2 phos inh: blocks the phosphatase activity of human Eya2; O00167; recombinant Eya2, OMFP fluorescence dephosphorylation (OMFP is methylfluorescein phosphate); Potency, µM (doses to about 76.9 µM), inactives show top-dose activity, negative = inhibition, hits mostly inhibitors; 0.006% of 330,000 active; AID 488837; further: potency means the concentration at half of the fitted maximal effect; on the % scale 0 is the no-effect control and ±100 the full control effect
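Eya2 protein (added as 0.2 uM solution) was preincubated with compound for 10 min at ambient temperature in 50 mM HEPES pH 7.5, 50 mM NaCl, 5 uM MgCl2, 0.05% BSA, 1 mM DTT. OMFP (added at 50 uM) then reacted 10 min; fluorescence read at 485/525 nm.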
B2AR arrestin: recruits beta-arrestin to the human beta2-adrenergic receptor; P07550; beta-arrestin recruitment to beta2AR, cell-based reporter; Potency, µM (series often up to 46.1 µM), without a hit: at the top dose activation, usual class: activators; 0.02% of 330,000 active; AID 492947;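 further: potency means the concentration at half of the fitted maximal effect; 0% = DMSO controls and full agonism = EC100 isoproterenol or metaproterenol; nearly all actives have a fitted effect of over 65% in size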
TRPV1 ag: activates the human vanilloid receptor TRPV1 | TRPV1-expressing cells, Fluo-8 calcium influx, agonist mode | activation, % at 8.33 µM | 0.19% of 320,000 active; in the data active means activation above about 80%; inconclusive means between about 30% and that limit; further: 0% is about no effect
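TRPV1-expressing cells were cultured overnight at 35.5C and loaded with Fluo-8 calcium dye for 40 to 90 min at room temperature. After a 10 s baseline, compound was added and calcium influx was read kinetically for 3 min (ex 480/em 520 nm).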
USP2a block: USP2a (human) protease inhibition; O75604; USP2 core, Ub-CHOP2 coupled fluorogenic reporter, 485/531; Potency, µM (highest dose often 38.3 µM), inactives show at the highest dose activity change, negative = inhibition, hits mostly inhibitors; 0.01% of 330,000 active;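 further: potency means the concentration at half of the fitted maximal effect; plate controls were DMSO wells for no effect and full inhibition by NEM control for full effect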
Target sequence (O75604 whole entry, looked up): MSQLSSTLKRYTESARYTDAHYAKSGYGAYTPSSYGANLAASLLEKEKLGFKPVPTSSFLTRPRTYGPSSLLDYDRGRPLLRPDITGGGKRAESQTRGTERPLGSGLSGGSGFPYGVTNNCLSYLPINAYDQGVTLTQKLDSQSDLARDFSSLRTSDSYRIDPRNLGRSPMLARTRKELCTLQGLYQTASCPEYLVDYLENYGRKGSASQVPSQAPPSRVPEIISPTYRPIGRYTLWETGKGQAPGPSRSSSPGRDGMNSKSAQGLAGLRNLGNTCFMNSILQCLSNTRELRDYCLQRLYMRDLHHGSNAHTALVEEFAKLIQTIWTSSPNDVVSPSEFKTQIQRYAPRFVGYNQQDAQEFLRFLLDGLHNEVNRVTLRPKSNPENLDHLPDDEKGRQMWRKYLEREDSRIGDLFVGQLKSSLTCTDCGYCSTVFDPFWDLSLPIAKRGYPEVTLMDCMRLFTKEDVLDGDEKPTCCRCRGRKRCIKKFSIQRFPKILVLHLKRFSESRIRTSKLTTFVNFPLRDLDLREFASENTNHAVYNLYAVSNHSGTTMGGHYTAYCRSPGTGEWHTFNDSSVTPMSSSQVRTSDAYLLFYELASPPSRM
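USP2 core (10nM final) preincubated 30min RT with compound in 20mM Tris-HCl pH 8.0, 2mM CaCl2, 2mM beta-mercaptoethanol, 0.05% CHAPS; 25nM Ub-CHOP2 plus 25nM reporter substrate added, fluorescence (Ex485/Em531) read after 60min.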
BRCA1 expr act: increases BRCA1 expression. MCF7-BRCA1-FFLuc reporter, luminescence, 48 h; response scale: scaled: vehicle 0%, 10 µM genistein 100%. Potency, µM (highest dose often 46.1 µM), for the others: at the highest dose activation, usual class: activators. 1.1% of 380,000 active. AID 624202; further: potency means the concentration at half of the fitted maximal effect; nearly all actives have a fitted effect of over 80% in size; some results filed as inactive show a strong effect at the top dose
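Using MCF7 cells harboring a BRCA1 firefly luciferase reporter, plated 2 h before compound pinning, the screen measured luminescence after 48 h incubation. Responses were normalized to DMSO and 10 microM genistein, then fitted for concentration-effect.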
ASM inhibitor: human S-ASM enzyme inhibition; P17405; placental ASM, HMU-PC fluorogenic substrate, 60 min; Potency, µM (doses to about 57.5 µM), for the others: top-dose activity change, negative = inhibition, most hits filed as inhibitors; 0.006% of 340,000 active; further: potency means the concentration at half of the fitted maximal effect
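Human placenta-derived ASM preincubated with compound 10 min at room temperature, then reacted with 9 uM (final) fluorogenic HMU-PC substrate for 60 min at 37 C. Stop solution raises pH to 10; fluorescence read at Ex 386/Em 447 nm.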
ELG1 genotoxic: inducers of genotoxicity in HEK293T ELG1-luciferase cells | HEK293T ELG1-luciferase reporter, luminescence, 16 h | 1.3% of 330,000 active | Potency, µM (titrated, usually from 46 µM), for the others: top-dose activity change, positive = activation, hits mostly activators; further: potency means the concentration at half of the fitted maximal effect; % of control where 0% means no effect; nearly all actives have a fitted effect of over 60% in size
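HEK293T cells expressing luciferase-tagged ELG1 were treated with compound or DMSO for 16 hr at 37°C. Luciferase activity was then read after 30 min with ONE-Glo at room temperature; rising signal flags genetic stress.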
TSG101-PTAP inh: blocks PTAP/TSG101 interaction to inhibit HIV-1 budding; Fluorescence polarization, FITC-PTAP peptide / Tsg101 binding; Potency, µM (series often up to 115 µM), for inactives: at the highest dose activity change, negative = inhibition, hits mostly inhibitors; 340,000 tested, under 10 active; active means well fitted inhibition curve with a large enough effect in the main read-out, with a control signal flat, not every such curve was filed as active; inconclusive means small, poorly fitted or top-dose-only effect, or effect the other way, or a change in a side signal; inactive means no such curve, though single readings can be large or run the other way; further: potency means the concentration at half of the fitted maximal effect; % of control where 0% means no effect
Target sequence (Q99816 whole entry, looked up): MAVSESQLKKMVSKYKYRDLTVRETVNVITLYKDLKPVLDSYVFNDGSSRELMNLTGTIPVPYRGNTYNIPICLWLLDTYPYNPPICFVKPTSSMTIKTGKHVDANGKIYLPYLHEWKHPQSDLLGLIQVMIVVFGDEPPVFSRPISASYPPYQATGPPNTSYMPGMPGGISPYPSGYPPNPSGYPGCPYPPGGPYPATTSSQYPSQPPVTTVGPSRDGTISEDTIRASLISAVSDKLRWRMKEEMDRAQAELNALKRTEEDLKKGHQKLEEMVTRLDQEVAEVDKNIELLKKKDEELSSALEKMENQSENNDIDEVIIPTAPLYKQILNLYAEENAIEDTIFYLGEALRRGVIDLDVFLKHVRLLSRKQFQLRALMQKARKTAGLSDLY
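Steps: Tsg101 binding domain dispensed (10 uM final), compounds pinned in DMSO, FITC-labeled PTAP-motif peptide added (50 nM final); after 20 min binding at room temperature, polarization measured.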
p53 reactivation: mutant p53 re-activation in reporter cells; H1299 p53-A138V BP100-luciferase reporter, luminescence, 24 h; 0.063% of 320,000 active; AID 504706; Potency, µM (highest dose often 92.2 µM), for inactives: top-dose activity change, positive = activation, hits mostly activators; further: potency means the concentration at half of the fitted maximal effect; % of control where 0% means no effect; nearly all actives have a fitted effect of over 45% in size
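p53-null H1299 cells stably carrying temperature-sensitive p53-A138V and a BP100-luciferase reporter were pinned with compounds (4-point, 1:5 series) and held 24 hrs at 37 deg C. Luminescence was read 10 min after detection reagent.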
Integrin act MD: integrin-mediated muscular dystrophy alleviation activation; alpha7betagal myoblasts, beta-gal FDG fluorescence, 48 h; Potency, µM (series often up to 38.3 µM), for the others: at the top dose activation, hits mostly activators; 0.064% of 350,000 active;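 further: potency means the concentration at half of the fitted maximal effect; 100% = response of the positive control SU9516; nearly all actives have a fitted effect of over 60% in size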
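alpha7betagal+/- myoblasts (passage 13, 250/well) treated 48 h at 37C with compounds at 1:260 dilution of DMSO stock. Lysed, then beta-galactosidase activity read as FDG fluorescence (ex 480/em 540) after 30 min, with pre-read for autofluorescence.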
Numbers without * were called inactive; u = inconclusive; x = not tested or not shown; [ ] = remark or other dose. Unless noted, the call rests on the fitted dose curve; in most records, active means well fitted curve in the direction sought with a large enough effect; inconclusive means small, poorly fitted or top-dose-only effect, or another doubt; inactive means no such curve, though single readings can be large; an effect the other way counts as inactive or inconclusive.

Results follow in this order: uPA surface inh | Eya2 phos inh | B2AR arrestin | TRPV1 ag | USP2a block | BRCA1 expr act | ASM inhibitor | ELG1 genotoxic | TSG101-PTAP inh | p53 reactivation | Integrin act MD
1) CN(C(=O)c1cccc(NC(=O)Cc2ccc(NC(=O)C3CCCN(C(=O)C4CCCCC4)C3)cc2)c1)C1CCC1 (stereo unspecified)
→ 11.3% | x | x | x | x | -13.2% | -9.1% | x | -12.3% | x | -10.4%
2) O=C(O)c1cc(N/N=C/c2c(O)ccc3ccccc23)ccc1Cl
→ 2.6% | -11.7% | -0.3% | -0.2 | -10.6% | 92.5% | 10.7% | 14.6µM* | -2.7% | u | 3.0%
3) Oc1[nH]c2ccccc2c1N=Nc1ccccn1
→ 6.0% | x | x | x | x | -44.5% | -7.4% | x | -0.3% | x | 13.9%
4) O=C(CNC(=O)c1ccc(Cl)cc1Cl)Nc1ccc(F)cc1
→ 3.3% | 5.3% | -0.1% | 2.8 | 8.4% | 0.0% | -3.6% | -0.2% | -8.5% | -4.0% | -27.0%
5) COc1ccccc1N(C)S(=O)(=O)c1ccc(C(=O)Nc2cccc(S(=O)(=O)N3CCOCC3)c2)cc1
→ -23.5% | x | x | x | x | -42.6% | -0.8% | x | -6.3% | x | -26.5%
6) COC(=O)c1cc(CNC(=O)c2sccc2-c2ccccc2)ccc1OC
→ -4.2% | 15.3% | -0.8% | 3.0 | -1.4% | -4.8% | 1.4% | -14.7% | -4.6% | -14.4% | u
7) COc1ccc(CNC(=O)/C(C#N)=C2\N=C(NC(=O)c3cccs3)c3ccccc32)cc1
→ 4.9% | 9.1% | 0.2% | 1.5 | 2.2% | -29.4% | -0.3% | -5.2% | -1.2% | -12.2% | -10.2%
8) CC(=O)Nc1nc2cc(N)ccc2s1
→ 0.8% | -11.2% | -1.9% | -2.4 | 0.2% | 10.1% | 2.4% | 5.7% | -0.2% | -4.1% | 7.3%
9) O=C(Nc1ccc(-c2cn3ccsc3n2)cc1)C1CC1
→ -15.9% | 25.9% | -0.1% | 9.0 | 2.5% | u | 0.1% | u | -6.5% | u | -5.5%
10) CCOc1ccc(NC(=O)CSc2nnnn2C2CCCC2)cc1
→ -3.4% | -21.8% | 0.0% | 0.7 | 11.9% | -7.4% | -1.6% | -4.1% | -13.5% | 1.5% | 1.8%
11) CCC(CC)COC(=O)C1=C(C)NC(=O)NC1c1cc(OC)ccc1OC (stereo unspecified)
→ -6.2% | -13.3% | -0.4% | 10.8 | 4.8% | -42.2% | 7.2% | 6.9% | -0.3% | x | u
12) COc1ccc2[nH]c(C)c(CCN3C(=O)C4CC=CCC4C3=O)c2c1 (stereo unspecified)
→ 10.0% | 3.6% | 0.2% | x | 0.2% | 3.6% | 2.0% | -3.7% | 4.9% | -6.0% | -12.6%
13) Cc1nnsc1NC(=O)OCc1ccc(Cl)cc1Cl
→ -5.3% | 4.8% | 0.2% | 11.8 | -1.2% | -26.1% | -1.8% | -6.3% | -9.5% | -1.7% | -21.7%
14) CCN(Cc1ccccc1)c1c(C(=O)O)cnc2c1cnn2C
→ 0.9% | -1.0% | 0.1% | -1.5 | 3.8% | 11.4% | 2.8% | -0.5% | -1.5% | 15.6% | 0.0%
15) CN(CC(=O)Nc1ccccc1Br)C(=O)c1ccccc1OCc1ccccc1Cl
→ 2.2% | x | x | x | x | -39.3% | -4.9% | x | -5.1% | x | 0.0%
16) O=C(O)CCC(=O)OCCCc1cc2ccccc2c(=O)o1
→ 4.2% | 13.5% | -1.7% | x | 3.4% | -1.6% | -5.7% | 0.3% | 0.1% | -4.0% | 12.4%
17) CC1CCCCC1NC(=O)CN1c2cccc3cccc(c23)S1(=O)=O (stereo unspecified)
→ -9.9% | 6.3% | 0.2% | 8.9 | 0.7% | -43.4% | 28.0% | -3.1% | 0.4% | -2.4% | -6.2%
18) C/C(=N\Nc1nncc2ccccc12)c1ccc(O)cc1
→ -6.0% | 8.8% | 0.0% | -3.9 | -3.5% | u | 6.1% | 28.4% | -3.2% | u | -4.9%
19) CCc1noc(C)c1C(=O)Nc1cc(S(=O)(=O)N(CC)CC)ccc1N1CCCC1
→ 0.3% | -8.8% | -0.2% | 6.0 | 0.5% | -2.1% | 2.8% | -2.8% | 4.1% | -1.2% | -16.7%
20) CCn1c(SCC(=O)Nc2cccc(F)c2)nc2c(c1=O)SC(C)C2 (stereo unspecified)
→ 20.1% | -3.0% | -0.7% | 0.4 | 0.4% | 1.2% | -1.7% | 0.4% | -5.7% | -9.0% | -12.3%
21) Cn1c(=O)n(-c2cccc(Cl)c2)c(=O)n1C
→ x | 7.7% | 0.1% | -2.2 | 0.4% | 2.6% | 7.1% | 0.3% | -4.7% | 1.4% | 2.8%[7.66 µM]
22) O=C(NCCc1nccs1)C1CCC(=O)N(CCc2ccc(Cl)cc2)C1 (stereo unspecified)
→ -1.1% | -5.5% | 0.0% | 2.1 | 0.7% | -16.8% | 3.3% | -0.8% | -1.8% | 3.8% | 14.6%
23) OCCOCCn1c(C(CO)Nc2nc(-c3cccc(Br)c3)cs2)nc2ccccc21 (stereo unspecified)
→ 1.8% | x | x | x | x | -22.6% | -15.5% | x | -4.6% | x | -0.2%
24) Nc1ccc(S(=O)(=O)Nc2nccc(/C=C/c3ccc(Br)s3)n2)cc1
→ -1.3% | -14.4% | 0.1% | -6.9 | -6.0% | 0.4% | 6.0% | 2.7% | 0.8% | 0.8% | -1.5%
25) COc1ccccc1/C=C/C(=O)OCCCN(C)C
→ -1.3% | -1.4% | -0.3% | -3.6 | 2.0% | -9.1% | 1.8% | -0.2% | 0.3% | 4.5% | -5.6%
26) Cc1ccc(C)c(OCC(=O)Nc2c[nH]c(=O)[nH]c2=O)c1
→ 1.7% | 1.0% | -0.3% | 2.1 | 2.3% | -20.5% | 0.9% | 2.9% | -3.0% | 7.0% | -2.2%
27) COC(=O)c1cn(NC(=O)c2cc(OC)c(OC)c(OC)c2)c(=O)c2ccccc12
→ 0.1% | -9.5% | -0.1% | 1.2 | -0.5% | -23.2% | -2.3% | 4.6% | -3.5% | -2.4% | 17.0%
28) CCC/C(O)=C1\C(=O)CCCC1=NCCCCCC(=O)O
→ -2.9% | -7.0% | -0.1% | 2.9 | 0.7% | 4.0% | 2.7% | 1.3% | 5.1% | 6.0% | 7.9%
29) COc1ccc(NC(=O)Nc2ccc(N3CCCC3=O)cc2)cc1OC
→ -6.1% | -4.7% | 0.4% | 1.6 | 1.4% | -0.5% | 2.8% | -0.5% | -3.6% | -2.6% | -1.3%
30) CC(C)(C)c1[nH]c2ccccc2c1/C=N/O
→ 3.2% | -3.1% | -0.5% | 4.1 | -2.9% | -1.9% | 1.3% | 0.8% | -6.6% | 2.2% | u
31) Cc1sc(NC(=S)NC(=O)c2ccco2)c(C(N)=O)c1C
→ -6.5% | 5.7% | -0.9% | -3.3 | 10.0% | 91.3% | -0.6% | 7.2% | -10.2% | 14.2% | -12.1%
32) COc1ccc(CNC(=O)c2cc(=O)c3c(C)cc(C)cc3o2)cc1
→ 3.9% | -3.8% | 0.5% | 18.6 | 7.7% | -31.2% | -4.7% | -0.2% | 1.4% | -5.5% | 1.7%
33) CC(=O)c1c(OC(=O)c2ccccc2)c2ccccc2n1C
→ -8.8% | -10.4% | -0.6% | 21.3 | 0.4% | -27.5% | -14.5% | -2.1% | -0.9% | -3.0% | -30.2%
34) CCC1CCCCN1CCCNC(=O)Cn1nc(-c2ccc(C)cc2)ccc1=O (stereo unspecified)
→ -4.7% | u | 0.2% | 2.1 | -3.7% | 4.9% | -1.3% | -1.9% | -2.9% | -8.2% | 0.0%
35) O=C(Nc1ccc(OC(F)(F)F)cc1)c1[nH]ncc1[N+](=O)[O-]
→ 27.7% | -14.1% | -0.3% | 17.7 | 0.4% | -58.8% | -1.6% | 1.4% | -7.1% | 1.9% | -37.3%
36) O=C(NCc1cccnc1)c1cccc(S(=O)(=O)Nc2cccc(Cl)c2)c1
→ -28.9% | -0.2% | -0.1% | 2.5 | 0.1% | -39.1% | 1.3% | -1.7% | -0.8% | -14.7% | -18.1%
37) Brc1ccc(Oc2nsnc2N2CCOCC2)cc1
→ 2.8% | -22.0% | -0.3% | 0.7 | -4.3% | -13.6% | -6.9% | -2.6% | -5.7% | -13.6% | 7.8%
38) CCOC(=O)C1=C(CS(=O)(=O)c2ccccc2)NC(=O)NC1c1ccc(O)c(OC)c1 (stereo unspecified)
→ 2.7% | -6.2% | 0.3% | 2.4 | 0.1% | 13.1% | -2.3% | 1.4% | -6.4% | -2.3% | -5.3%

Source: PubChem
